E-selectin induc = E-selectin induction in HUVECs, primary screen, imaging, HUVEC, immunofluorescence imaging, single point; normalized: neutral wells 0, TNF-alpha wells 100; P16581; actives 0.37% (n = 260,000); AID 686992, 2013; activation, % at 7.58 µM;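 active = mean E-selectin-positive cell signal at least 10% of the positive control, reached in at least 60% of replicates, without over 20% cell loss; inconclusive = no rule given, readout overlaps actives, possibly toxicity-flagged; inactive = the rest, including those meeting only one limit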;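 note: in these data hits start at about 27%; measured in HUVEC primary endothelial cells; signal is the percent of cells scored E-selectin positive by PE staining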
Target sequence (P16581 whole entry, looked up): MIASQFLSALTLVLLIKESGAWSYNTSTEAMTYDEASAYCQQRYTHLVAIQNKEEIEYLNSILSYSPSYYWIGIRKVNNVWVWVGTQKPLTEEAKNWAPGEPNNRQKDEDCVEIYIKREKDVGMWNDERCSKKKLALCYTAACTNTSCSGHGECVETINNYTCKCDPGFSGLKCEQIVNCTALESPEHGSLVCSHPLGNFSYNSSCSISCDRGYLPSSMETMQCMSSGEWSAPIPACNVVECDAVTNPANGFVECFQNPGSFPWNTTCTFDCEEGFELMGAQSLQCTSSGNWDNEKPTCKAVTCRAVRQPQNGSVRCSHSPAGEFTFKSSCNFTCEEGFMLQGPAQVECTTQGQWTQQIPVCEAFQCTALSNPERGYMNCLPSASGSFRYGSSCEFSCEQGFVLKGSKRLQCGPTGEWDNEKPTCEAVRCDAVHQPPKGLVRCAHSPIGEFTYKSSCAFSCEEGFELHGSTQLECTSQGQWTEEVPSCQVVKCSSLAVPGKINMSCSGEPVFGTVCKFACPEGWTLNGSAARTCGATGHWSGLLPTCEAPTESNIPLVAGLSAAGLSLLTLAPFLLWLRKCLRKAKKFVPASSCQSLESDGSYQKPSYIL
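Assay system: HUVEC primary endothelial cells. Input: 3,000 HUVEC seeded per well. Doses: one compound dose added by pin transfer. Read-out basis: % PE-positive cells. Benchmarks: TNF-alpha high, DMSO low. Detection: immunofluorescence imaging. Buffer or medium: EGM-2, gelatin.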
RAD54 inh = inhibitors of human RAD54 branch migration, primary screen, biochemical, fluorescence, single point; DNA repair and recombination protein RAD54-like (Homo sapiens), Q92698; RAD54 Holliday junction branch migration, FAM/BHQ fluorescence; inhibition, % at 10.4 µM; actives 0.14% (n = 360,000);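 active = mean normalized replicate activity at least 40 and at least half of replicates scoring 40 or more; inconclusive = only one of the two criteria met; inactive = mean below 40 and under half of replicates reaching 40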;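 note: 0% = median of neutral control wells and 100% = median of positive control wells; inhibitors cause a drop in the FAM fluorescence signal; in these data hits start at about 50%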
EWS-Fli block = EWS/Fli-driven NR0B1 reporter inhibitors, primary screen, A673 cells, NR0B1 luciferase, luminescence, MLPCN library | viability-normalised | actives 0.67% (n = 350,000) | inhibition, % at 12.6 µM;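 active = mean inhibition of at least 50% after viability correction, with every replicate also passing that limit; inconclusive = mean reaches 50% but only one of two replicates passes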;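 note: firefly luciferase signal divided by Alamar Blue viability fluorescence both relative to DMSO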
FN deposition inh = inhibitors of fibronectin matrix deposition, primary screen, AH1F cells, Alexa488-fibronectin fluorescence, plate reader | AH1F fibroblasts, overnight | inhibition, % at 12.6 µM | actives 0.086% (n = 350,000);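 active = mean inhibition across replicates of 30% or more, regardless of how many single replicates reach that level; inconclusive = mean under 30% yet at least half of replicates reach 30%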;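 note: positive control wells lacked labelled fibronectin entirely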
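Test system: AH1F fibroblast monolayer depositing Alexa488-labelled fibronectin into matrix. Input: 10000 cells per well. Technique: fluorescence, ex 485 nm, em 525 nm. Buffer or medium: DMEM plus 2% serum, read in PBS. Timing: 1 h cell adhesion before compound, then overnight fibronectin incubation. Compound: single dose, pinned. Read-out basis: inhibition from reduced deposited-fibronectin fluorescence.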
RAD52 inh = RAD52 DNA annealing inhibitors, primary screen, biochemical, FRET, single point, set 2. inhibition, % at 18.7 µM. recombinant RAD52 DNA annealing, FRET fluorescence. actives 0.46% (n = 360,000);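 active = every replicate showing at least 50% inhibition; inconclusive = mean inhibition at least 50% but not in every replicate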
XiGFP reactiv = activators of inactive X chromosome reactivation, primary screen, imaging, XiGFP fibroblasts, GFP high-content imaging, set 2; actives 0.055% (n = 360,000); activation, % at 7.58 µM; XiGFP mouse fibroblasts, % GFP-positive cells imaging, 3 d; cells co-treated with 5-aza-dC sensitizer; scaled so ellipticine positive control = 100%;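 active = mean normalized replicate activation at least 10% and every replicate at or above 10%; inconclusive = only one of the two criteria met; inactive = mean below 10% and not all replicates reach 10%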;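 note: 0% = median of on-plate neutral control wells and 100% = ellipticine 6 µM median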
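assay system = SV40-immortalized XiGFP fibroblast cells, line 68-5-11 | buffer or medium = DMEM plus 5-aza-dC sensitizer | doses = single-point pinned compound dosing | times = 3-day compound exposure, then 15 min fixation at room temperature | benchmarks = positive control ellipticine, 6 µM final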
S100A4 MyoIIA = inhibitors of S100A4-myosin IIA peptide binding, primary screen, biochemical, fluorescence polarization, TAMRA-MyoIIA peptide. Protein S100-A4 (Homo sapiens), P26447. AID 652163, 2013. inhibition, % at 10.7 µM. actives 0.14% (n = 360,000);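 active = mean inhibition of at least 70% across replicates, with every replicate also reaching that level; inconclusive = mean inhibition reaches 70% but some replicates fall short; inactive = mean inhibition below 70%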
Target sequence (P26447 whole entry, looked up): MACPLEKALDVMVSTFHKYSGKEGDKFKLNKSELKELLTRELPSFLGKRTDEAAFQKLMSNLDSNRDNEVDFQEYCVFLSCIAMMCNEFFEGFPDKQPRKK
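Test system: S100A4 monomer protein; Medium: HEPES pH 7.2 with CaCl2, KCl, NaCl, DTT, Triton; Probe or stimulus: TAMRA-labelled myosin IIA heavy-chain peptide probe, 5 nM; Doses: one dose per compound; Times: polarization read 5 min after assay mix addition, stable 5–60 min; Benchmarks: neutral control DMSO, positive control TFP.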
esBAF inh = Bmi1 luciferase reporter increase in mESCs, primary screen, esBAF inhibitor project, mouse ES cells, Bmi1 luciferase knock-in, single point; actives 2% (n = 350,000); reporter increase, % at 12.5 µM; AID 602393, 2012; 24 h; 100% = twice the neutral-well signal; in the data active = activation above about 40%; inconclusive = no clear call, values can overlap the other calls;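 note: 0% = median of the plate's neutral control wells and 100% = double that signal; a rise in the Bmi1 reporter signal indicates esBAF inhibition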
Numbers without * were called inactive; ? = inconclusive; · = not tested or not shown; & = joins results of further samples.

Compound	E-selectin induc	RAD54 inh	EWS-Fli block	FN deposition inh	RAD52 inh	XiGFP reactiv	S100A4 MyoIIA	esBAF inh
C[C@@H]1CN([C@H](C)CO)C(=O)Cc2cc(NC(=O)Nc3ccccc3)ccc2O[C@H]1CN(C)S(=O)(=O)c1cn(C)cn1	0.2	-6	-14	·	10	-0.9	0	0
O=C(c1cccc(F)c1)N1CC[C@@H]2[C@@H](CO)Nc3ccc(-c4ccccc4)cc3[C@@H]21	0.2	·	0	-11	-15	0.2	-3	·
CCSC1=NCCN1C(=O)Cc1ccc(-c2ccccc2)cc1	·	·	-6	·	-12	0.0	2	·
CCc1ccccc1NC(=O)COc1cccc(-n2cnnn2)c1	-0.1	1	3	-4	4	0.4	4	-5
CCOC(=O)CC1(C)SC(NC(C)=O)=NN1C(C)=O (configuration not stated)	3.0	·	10	6	-9	0.0	-1	·
CCc1ccc(S(=O)(=O)Nc2cc3c(cc2N2CCCCC2)n(C)c(=O)c(=O)n3C)cc1	·	-16	-2	-14	-12	0.1	3	-3
C[C@@H]1CN([C@H](C)CO)C(=O)c2cc(NC(=O)Nc3ccc(C(F)(F)F)cc3)ccc2O[C@@H](C)CCCCO[C@H]1CN(C)C(=O)c1ccccc1	0.8	2	46	·	-16	0.0	-14	-1
C[C@@H]1CN([C@H](C)CO)C(=O)Cc2cc(NC(=O)C3CC3)ccc2O[C@@H]1CN(C)C(=O)Nc1ccc(C(F)(F)F)cc1	0.0	0	1	·	1	0.0	7	4
C[C@H](CO)N1C[C@H](C)[C@H](CN(C)Cc2ccncc2)Oc2ncc(/C=C/c3ccccc3)cc2C1=O	0.1	0&-9	-3&-3	·	10&12	-2.1	9&-10	2&0
C[C@@H]1CN([C@@H](C)CO)C(=O)c2cc(NC(=O)c3ccncc3)ccc2O[C@H]1CN(C)S(C)(=O)=O	-0.1	-17	4	10	-10	-0.1	2	0
C[C@@H]1CN([C@H](C)CO)C(=O)c2cc(-c3ccccc3)cnc2O[C@@H]1CN(C)C(=O)Cc1ccccn1	-0.1	6	-11	-7	0	-0.8	40	-3
COc1ccc(-c2cnc3c(c2)C(=O)N([C@H](C)CO)C[C@@H](C)[C@@H](CN(C)Cc2ccc(C(=O)O)cc2)O3)cc1	-0.2	8	-11	·	-5	-0.3	-35	3
Cc1ccc(C(=O)OCC(=O)N2CCC(C)CC2)cc1S(=O)(=O)N1CCCCC1	0.2	1	0	-9	-7	0.0	-5	1
O=C(COC(=O)CN1C(=O)NC2(CCCC2)C1=O)NCc1ccc(Cl)cc1Cl	-0.7	·	-21	4	-7	0.4	-5	·
CN(CCc1ccccc1)C(=O)c1cccc(NC(=O)Cc2cccc(NC(=O)C3CCCN(C(=O)c4ccccc4)C3)c2)c1 (configuration not stated)	-0.9	-4	18	-4	4	0.0	-4	5
Cc1ccc(C)c2c1cc(C)c1nnc(SCC(=O)Nc3cccc(C(=O)O)c3)n12	·	·	0	5	-11	-0.6	12	2
Cc1csc(NC(=O)CSc2nnc(Cn3c(=O)sc4ccccc43)n2-c2ccccc2)n1	0.0	-2	-4	-17	-8	0.3	1	-2
CC(NC(=O)c1ccc(OC2CCN(Cc3ccccn3)CC2)cc1)c1nccs1 (configuration not stated)	-1.6	-10	1	0	-34	0.4	3	-3
COc1ccc2cc(CCNC(=O)c3ccc4c(c3)OCO4)c(=O)[nH]c2c1	0.0	-11	12	3	3	0.0	-4	5
CN(C)C(=O)c1ccc(-c2ccccc2[C@@H]2[C@H](C#N)N(C(=O)C3CCC3)[C@H]2CO)cc1	0.0	·	-3	-11	1	0.2	-2	·
COCCn1c(=O)[nH]c2cc(C(=O)N3CCN(c4ccc(Cl)cc4)CC3)ccc2c1=O	·	4	28	4	7	-0.1	-5	13
NC(Cc1ccc(F)cc1)c1csc(Nc2nncc3ccccc23)n1 (configuration not stated)	6.4	5	23	-2	1	0.5	-5	-85
C=CCN(c1cccc(C(F)(F)F)c1)S(=O)(=O)c1cccc(C(=O)OCC(=O)NC(N)=O)c1	·	-1	0	-3	-3	0.0	-7	·
COc1cc(-n2c(=O)c3ccccc3n(CC(=O)c3ccc(F)cc3)c2=O)cc(OC)c1OC	·	5	4	-4	-6	0.0	-2	·

Molecules shown so far that contain a Cl atom, in the order listed:
Compound	E-selectin induc	RAD54 inh	EWS-Fli block	FN deposition inh	RAD52 inh	XiGFP reactiv	S100A4 MyoIIA	esBAF inh
O=C(COC(=O)CN1C(=O)NC2(CCCC2)C1=O)NCc1ccc(Cl)cc1Cl	-0.7	·	-21	4	-7	0.4	-5	·
COCCn1c(=O)[nH]c2cc(C(=O)N3CCN(c4ccc(Cl)cc4)CC3)ccc2c1=O	·	4	28	4	7	-0.1	-5	13

(next part)
Compound	E-selectin induc	RAD54 inh	EWS-Fli block	FN deposition inh	RAD52 inh	XiGFP reactiv	S100A4 MyoIIA	esBAF inh
COc1ccc(-c2coc3cc(OC4OC(CO)C(O)C(O)C4O)ccc3c2=O)cc1 (configuration not stated)	·	7	-62	4	-2	0.1	-3	26
CCN(CC)c1ccc(/C=N/NC(=O)c2ccccn2)cc1	11	14	-30	8	-2	0.5	4	·
C[C@H]1CN([C@@H](C)CO)C(=O)c2cccc(NS(=O)(=O)c3cn(C)cn3)c2O[C@@H]1CN(C)S(=O)(=O)c1cccs1	-0.1	-2	-5	4	-3	-0.1	-44	0
O=C(CCc1nc2ccccc2c(=O)[nH]1)NNC(=O)c1ccc(F)cc1	·	-1	0	-10	-20	0.1	3	-2
O=C(CCSCCC(=O)NN=Cc1ccccc1)NN=Cc1ccccc1	-0.4	-15	-21	-7	-10	0.2	2	12
CCOC(=O)C1(C)CCCCCN1C(=O)c1ccc(C(F)(F)F)nc1C (configuration not stated)	-0.1	-5	2	-1	-3	0.2	-4	2
CCN(CC(=O)NC(C)(C)C)Cc1cc(=O)n2c(-c3ccccc3)csc2n1	0.1	-2	8	11	-18	0.0	-2	-1
Cc1ccccc1/C=C/c1cccc[n+]1C	·	9	18	0	-7	0.0	0	-3
C[C@H]1CN([C@@H](C)CO)C(=O)c2cc(N(C)C)ccc2O[C@H]1CN(C)Cc1ccccc1	0.4	2	7	·	1	-1.0	5	-4
O=C(Nc1ccccc1-c1ccccc1)c1ccccc1[N+](=O)[O-]	0.1	-2	8	-7	1	0.2	-2	10
COc1ccc(-n2c(=O)c(CCC(=O)N3CCN(c4cccc(OC)c4)CC3)nc3ccccc32)cc1	-0.9	-8	-7	14	-1	0.1	1	0
COCCCn1c(=S)[nH]c(C)c(C)c1=O	·	·	4	1	-4	0.0	0	·
O=C1CCCC/C1=C/NCc1ccc(F)cc1	1.8	·	-11	3	-22	0.0	-20	·
Cc1csc(SCC(=O)Nc2ccc(C)c(S(=O)(=O)N(C)C)c2)n1	-0.1	-4	-4	3	-5	0.0	0	-2
O=C(CCN1C(=O)c2ccccc2C1=O)Nc1ccc(S(=O)(=O)N2CCOCC2)cc1	·	-3	13	·	-20	·	2	-8
COc1cc(CNc2nnnn2C)ccc1OCc1c(F)cccc1Cl	0.7	·	11	-10	-7	0.2	7	-9
Cc1ccnc(NC(=O)CCNC(=O)c2ccc(Cl)cc2)c1	-0.1	-4	·	8	-2	0.0	-1	·
O=S(=O)(NN=Cc1cccc(Cl)c1)c1ccccc1	-0.1	·	-7	-5	16	0.3	3	·
CC=Cc1ccc2n(c1=O)C[C@@H]1[C@@H](CO)[C@H](C(=O)NCC3CC3)[C@H]2N1CCC(F)(F)F (mixture of isomers)	0.3	3	-3	·	-4	0.1	6	1
CCSc1cc(C)nc2c(-c3ccccc3)cnn12	·	·	-60	10	-13	0.0	-5	·
Cc1ccccc1C1c2[nH]c3ccccc3c2C[C@H]2C(=O)N(C3CCN(Cc4ccccc4)CC3)CC(=O)N12 (some centres not stated)	0.0	-16	26	3	49	0.0	?	0
Cc1cc(C)nc(N2CCCC(C(=O)NCc3ccccc3F)C2)n1 (configuration not stated)	·	·	0	·	-1	0.1	-2	·
COc1ccc(Cl)cc1C(=O)NCC(c1ccco1)N(C)C (configuration not stated)	·	-2	-2	8	0	0.2	2	-7
C[C@H]1CCCCO[C@@H](CN(C)S(=O)(=O)c2ccccc2)[C@@H](C)CN([C@@H](C)CO)C(=O)c2cc(NC(=O)CCC(F)(F)F)ccc2O1	0.3	1	7	·	-18	-0.1	-4	-6

Single values from the results shown.
RAD52 inh with Cc1ccc(C(=O)OCC(=O)N2CCC(C)CC2)cc1S(=O)(=O)N1CCCCC1 → -7
FN deposition inh with COc1ccc(-n2c(=O)c(CCC(=O)N3CCN(c4cccc(OC)c4)CC3)nc3ccccc32)cc1 → 14
EWS-Fli block with O=S(=O)(NN=Cc1cccc(Cl)c1)c1ccccc1 → -7
S100A4 MyoIIA with COc1cc(CNc2nnnn2C)ccc1OCc1c(F)cccc1Cl → 7
E-selectin induc with C[C@H]1CN([C@@H](C)CO)C(=O)c2cccc(NS(=O)(=O)c3cn(C)cn3)c2O[C@@H]1CN(C)S(=O)(=O)c1cccs1 → -0.1
EWS-Fli block with CCSC1=NCCN1C(=O)Cc1ccc(-c2ccccc2)cc1 → -6

Next section:
Compound	E-selectin induc	RAD54 inh	EWS-Fli block	FN deposition inh	RAD52 inh	XiGFP reactiv	S100A4 MyoIIA	esBAF inh
CN1C(=O)C(c2cn(C)c3ccccc23)(c2cn(C)c3ccccc23)c2cc(Br)ccc21	2.8	·	5	5	-11	·	-5	·
CCN(C(=O)CSc1nc2ccccc2c(=O)n1-c1ccccc1F)C1CCS(=O)(=O)C1 (configuration not stated)	-0.6	-9	7	-7	-11	0.2	-2	-1
C[C@H](CO)N1C[C@H](C)[C@H](CN(C)Cc2ccc(C(=O)O)cc2)Oc2c(NC(=O)c3ccc(-c4nccs4)cc3)cccc2C1=O	-0.1	-9	-4	·	2	-1.1	-12	-3
CCCNC(=O)N(C)C[C@@H]1Oc2cc(C#CCOC)ccc2S(=O)(=O)N([C@@H](C)CO)C[C@@H]1C	-0.7	-3	-3	-5	-4	-0.3	3	-1
